Bcl-xL primary: Bcl-xL (human) inhibition | Q07817 | AID 2129 | inhibition, % at 10.9 µM | 320,000 tested, 0.7% active | GST-Bcl-xL / FITC-Bim BH3 peptide fluorescence polarization;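 active = inhibition above the mean of all tested compounds plus 3 SD, cutoff set per campaign, cut at about 30% in these data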;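 note: 0% = DMSO wells and 100% = unlabeled Bim-BH3 peptide competitor; inhibitors lower millipolarization by displacing the labeled peptide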
GLD-1 TGE inh: GLD-1-TGE RNA interaction inhibition (C. elegans); inhibition, % at 5.96 µM; AID 2280; Q17339; purified GLD-1 + fluorescein TGE RNA, fluorescence polarization; 320,000 tested, 0.44% active;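 active = percent inhibition above a per-plate cutoff, the plate mean of test compounds plus 3 SD, cut at about 30% in these data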;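 note: 0% = DMSO wells with GLD-1 and probe and 100% = wells lacking GLD-1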
Target sequence (Q17339 whole entry, looked up): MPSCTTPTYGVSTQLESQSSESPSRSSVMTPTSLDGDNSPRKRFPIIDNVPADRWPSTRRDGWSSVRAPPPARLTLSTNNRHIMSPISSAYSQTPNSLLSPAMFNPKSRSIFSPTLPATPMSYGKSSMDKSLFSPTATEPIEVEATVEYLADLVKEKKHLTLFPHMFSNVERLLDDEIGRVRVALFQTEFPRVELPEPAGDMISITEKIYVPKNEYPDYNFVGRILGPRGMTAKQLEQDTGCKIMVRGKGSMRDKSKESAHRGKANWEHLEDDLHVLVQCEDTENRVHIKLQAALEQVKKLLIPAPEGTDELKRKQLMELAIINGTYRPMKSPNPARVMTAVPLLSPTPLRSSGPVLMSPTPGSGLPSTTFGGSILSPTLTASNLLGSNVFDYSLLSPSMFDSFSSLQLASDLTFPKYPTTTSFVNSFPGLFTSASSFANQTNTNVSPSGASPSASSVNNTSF
TPT1 inhibitor: blocks Candida albicans tRNA 2'-phosphotransferase | recombinant caTPT1, FP RNA substrate dephosphorylation | inhibition, % at 5 µM | 300,000 tested, 0.81% active;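 active = inhibition above the mean of all tested compounds plus 3 SD, set per screening campaign, cut at about 24% in these data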;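 note: plate controls were DMSO alone for no effect and ferristatin control at 100 nM for full effect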
MCL1-BIM inh: inhibitors of human MCL1 binding to BIM-BH3 peptide; Q07820; GST-MCL1 / FITC-Bim-BH3 fluorescence polarization; inhibition, % at 10.9 µM; 320,000 tested, 0.68% active;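 active = inhibition above the mean inhibition of all tested compounds plus 3 SD, set per campaign, cut at about 40% in these data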;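 note: 0% = DMSO wells and 100% = unlabeled Bim-BH3 peptide control; higher means more loss of mP so more displacement of Bim peptide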
Target sequence (Q07820 whole entry, looked up): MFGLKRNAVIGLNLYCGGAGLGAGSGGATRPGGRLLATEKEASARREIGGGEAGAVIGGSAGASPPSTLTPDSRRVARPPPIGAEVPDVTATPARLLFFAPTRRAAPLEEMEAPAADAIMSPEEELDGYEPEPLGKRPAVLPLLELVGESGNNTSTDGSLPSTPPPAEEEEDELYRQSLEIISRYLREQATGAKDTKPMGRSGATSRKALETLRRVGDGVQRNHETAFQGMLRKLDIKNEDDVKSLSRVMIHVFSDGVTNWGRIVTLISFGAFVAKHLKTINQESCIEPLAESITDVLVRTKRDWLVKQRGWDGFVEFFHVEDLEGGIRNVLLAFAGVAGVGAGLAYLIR
PAD4 inh: blocks human protein arginine deiminase 4. Q9UM07. recombinant PAD4, RCA probe fluorescence polarization. inhibition, % at 6.36 µM. 330,000 tested, 0.41% active;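 active = percent inhibition above a cutoff equal to the mean of all tested compounds plus 3 SD, cut at about 15% in these data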;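 note: 0% = PAD4 with RCA probe and DMSO and 100% = probe without PAD4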
Fam108B inh: Fam108B inhibition, counter-screen for RBBP9 inhibitors; recombinant Fam108B, FP-Rh probe fluorescence polarization; inhibition, % at 9.51 µM; 300,000 tested, 0.33% active; AID 1947;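 active = inhibition above the screen mean inhibition plus 3 SD, computed separately per campaign, cut at about 18% in these data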;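 note: inhibitors lower polarization as less probe binds the enzyme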
PME-1 primary: PME-1 (human) inhibition; AID 2130; inhibition, % at 5.9 µM; Q9Y570; recombinant PME-1, FP-Rh probe fluorescence polarization; 320,000 tested, 0.53% active;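 active = inhibition above the campaign mean of all compounds plus 3 SD, cut at about 26% in these data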;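 note: competitive labeling of PME-1 active site by serine hydrolase directed probe; 0% = PME-1 with DMSO and 100% = wells lacking PME-1 enzyme; inhibitors block probe labeling so polarization falls and inhibition rises; many of its hits are not listed in these tables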
GSTO1 counter: counter-screen for RBBP9 inhibitors: inhibitors of human GSTO1. AID 1974. recombinant GSTO1, activity-based probe fluorescence polarization. inhibition, % at 5.96 µM. 300,000 tested, 1.1% active. P78417;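 active = inhibition above the campaign mean inhibition plus 3 SD, cut at about 35% in these data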;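 note: 0% = GSTO1-1 with DMSO and 100% = wells lacking GSTO1-1 enzyme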
Target sequence (P78417 whole entry, looked up): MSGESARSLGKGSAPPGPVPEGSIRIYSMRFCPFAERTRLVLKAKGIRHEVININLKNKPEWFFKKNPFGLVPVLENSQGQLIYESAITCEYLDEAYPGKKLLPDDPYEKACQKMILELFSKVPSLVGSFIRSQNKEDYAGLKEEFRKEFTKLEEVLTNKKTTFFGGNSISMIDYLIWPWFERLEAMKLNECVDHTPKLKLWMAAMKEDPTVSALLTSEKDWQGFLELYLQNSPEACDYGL
MEX-5 binding: C. elegans MEX-5 TCR-2 RNA binding activity. Q9XUB2. 300,000 tested, 0.38% active. MEX-5/FITC-TCR2 RNA binding, fluorescence polarization; active compounds read low. activity score (negative = inhibition of binding), % at 10 µM;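 active = inhibition past about -25% in most replicates, and total fluorescence under double the plate's negative control median, limit read from the data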;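 note: 0% = DMSO and -100% = 5 µM competing unlabeled TCR2 RNA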
* hit, by the source's call; / = no result given.

Structure	Bcl-xL primary	GLD-1 TGE inh	TPT1 inhibitor	MCL1-BIM inh	PAD4 inh	Fam108B inh	PME-1 primary	GSTO1 counter	MEX-5 binding
Cc1cccc(/C=C/C(=O)c2cc(Br)ccc(=O)c2O)c1	7	-1	21	11	1	5	4	35*	-2.4
O=C(Cn1c(=O)c2ccccc2n(CC(=O)N2CCCCC2)c1=O)N1CCCCC1	-11	3	-3	-8	5	-1	0	3	1.8
CS(=O)(=O)N(CCc1ccccc1)CC(=O)N1CCc2ccccc2C1	2	0	0	-2	-4	5	3	12	1.7
COc1ccc(N=C2SCC(c3ccc(C)cc3)=NN2CCO)cc1	4	7	-3	1	2	7	2	2	1.7
O=C(Cn1c(C(F)(F)F)nc2ccccc21)Nc1ccccc1N1CCOCC1	1	2	-5	-6	-6	-1	1	-3	-1.1
CCN(CC)S(=O)(=O)c1ccc(C)c(NC(=O)Cc2ccc(S(=O)(=O)N3CCOCC3)s2)c1	-1	3	3	-3	0	-1	-1	-4	-2.1
O=S(=O)(NCCSc1ccc(Cl)cc1)c1ccc(F)cc1	3	5	-1	5	0	0	1	6	0.4
Cc1cc(O)c(NC(=O)c2cc([N+](=O)[O-])ccc2Cl)cc1C	5	4	1	-4	-1	-3	2	8	1.0
CN1C(=S)SC(/[N+]([O-])=C\c2ccccc2)C1(C)C (configuration not stated)	-1	3	-3	5	-2	3	-7	0	-0.2
COc1ccc(CCC(C)NCCc2ccc(Cl)cc2Cl)cc1 (configuration not stated)	-3	0	-1	12	-4	-2	1	4	2.5
COc1ccc(N2CCN(C(=O)C3CCN(S(=O)(=O)c4ccc(F)cc4)CC3)CC2)cc1	5	-1	2	6	-1	-5	42*	0	-0.9
COc1ccc(NS(=O)(=O)c2ccc(NC(=O)c3ccc(CN4CCOCC4)cc3)cc2)cc1	4	7	-2	5	-1	-3	-3	-26	-1.6
CCCCN(CC)C(=O)c1cc2cc3ccc(Cl)cc3nc2o1	6	-10	-2	4	-6	-3	-14	-9	-1.7
CCOC(=O)C(CC)Sc1ncnc2c1nnn2-c1ccc(F)cc1 (configuration not stated)	-4	9	3	0	-1	1	-6	-7	-0.8
COc1ccc(N(CC(=O)Nc2cccc(C(F)(F)F)c2)S(=O)(=O)c2c(C)[nH]c(=O)[nH]c2=O)cc1	5	3	-1	12	-1	3	-5	4	-0.7
Cc1ccc(NS(=O)(=O)c2ccc(N3CCN(c4ccc(O)cc4)CC3)c([N+](=O)[O-])c2)c(C)c1	14	12	2	12	-1	21*	23	2	3.5
Cc1csc(NC(=O)CSc2ccc(-c3ccccc3)nn2)n1	5	-2	-6	-1	0	2	-2	4	2.8
CCCCn1c(N)c(N(CCOC)C(=O)C2CCN(S(=O)(=O)c3ccc(C)cc3C)CC2)c(=O)[nH]c1=O	-6	-1	3	-1	-6	-2	5	-1	-3.0
COc1cc(C(c2sc3nc(C)nn3c2O)N2CC(C)OC(C)C2)cc(OC)c1OC (configuration not stated)	2	-2	-2	-1	5	5	-7	-5	0.3
COc1ccc(C2CC(c3ccccc3OC(=O)/C=C/c3ccccc3)=NN2C(C)=O)cc1 (configuration not stated)	2	-2	0	0	3	-1	5	0	-1.5
O=C(O)c1ccc(-n2nnnc2SCc2ccccc2F)cc1	1	0	-2	-2	-1	3	-1	3	-6.9
CCCCN1C(=O)CN(CCc2ccccc2)C(=O)C1c1ccc(OC)cc1 (configuration not stated)	6	1	-2	1	0	-3	1	8	-5.2
COc1ccc(OC)c(NC(=O)NNC(=O)CCCOc2ccc(Cl)cc2C)c1	0	-3	-2	-2	-1	3	6	-5	-1.6
CC(C)c1ccc(NC(=O)c2csnn2)cc1	4	-3	0	15	-6	3	10	11	-1.5
Cc1ccc(C(=O)N/C(=C\c2ccccc2)C(=O)NCc2ccncc2)cc1	1	-2	-4	4	0	3	1	2	-0.1
O=C(COc1ccccc1)N(Cc1ccco1)C1CCS(=O)(=O)C1 (configuration not stated)	7	6	-2	9	-6	2	0	1	-1.4
CC(=O)OCC(=O)[C@@]12OC(C)(C)O[C@@H]1C[C@H]1[C@@H]3C[C@H](F)C4=CC(=O)C=C[C@]4(C)[C@@]3(F)[C@@H](O)C[C@@]12C	2	2	1	7	-1	4	-3	0	0.6
CCN(CC)c1ccc(/C=C2\C(=N)N3N=C(CC(=O)N4CCOCC4)SC3=NC2=O)cc1	-82	-159	137*	-134	-10	-12	-10	-4	1.7
OC(COc1ccc2c(c1)CCC2)CN1CCN(c2cccc(Cl)c2)CC1 (configuration not stated)	10	5	-10	2	0	-2	-4	-4	2.6
COC(=O)c1cc(NC(=O)c2cc(-c3ccccc3Cl)oc2C(F)(F)F)ccc1N1CCOCC1	4	-4	-2	0	0	-2	1	-10	2.0
CCCSc1cc(N2CCCC2)nc(-c2ccccc2)n1	1	7	0	2	-1	1	1	-2	-0.9
COc1ccc(/C=C/c2nc3ccccc3n2Cc2ccccc2OC)cc1	3	11	-3	4	-1	-5	7	-2	-1.1
Cc1cc(Cl)ccc1OC(C)C(=O)NCCCn1ccnc1 (configuration not stated)	3	1	-2	2	1	2	-3	9	1.8
O=C(Nc1ccccc1)c1cc(N2CCOCC2)nc2ccccc12	4	0	-2	5	2	-3	-2	2	2.9
CCOC(=O)c1[nH]c2ccccc2c1NC(=O)CC(C)(C)C	7	11	-2	3	2	1	6	-1	-0.9
COc1ccc(N2CCN(C(=O)c3ccc(NS(=O)(=O)c4ccc(F)cc4)cc3)CC2)cc1	4	4	-4	3	1	3	-7	6	1.8
COc1ccc(C(=O)OCC(=O)NCc2ccco2)cc1OC	4	8	3	14	-7	-2	-2	4	-1.5
OCCCNC(c1ccccc1)c1ccc(O)cc1 (configuration not stated)	1	7	3	-13	-1	-4	-4	-21	-0.2
COc1cccc(NC(=O)CSc2nccn(-c3ccc4c(c3)OCCO4)c2=O)c1	9	-1	-2	7	2	5	0	4	-0.5
CC(=O)N/N=C/c1ccc(OCCOc2ccc(Br)cc2)cc1	8	-3	1	3	-3	0	5	-3	0.9
CN=C1SC(C(=O)Nc2ccccc2Cl)CC(=O)N1c1ccc(OC(F)(F)Cl)cc1 (configuration not stated)	3	3	10	-1	-3	4	3	11	-0.8
CCOC(=O)c1cnc2ccc(OCC)cc2c1NCCCN1CCOCC1	-1	0	-2	5	-3	1	6	-2	4.8
Cc1cccn2cc(CNS(=O)(=O)c3cccc(F)c3)nc12	0	10	-2	-3	-1	-5	-2	9	1.3
CC(C)C[C@H]1CN=C(Nc2ccccc2)N1CC1CCC(C)CC1 (some centres not stated)	3	11	-1	3	-3	-1	3	8	1.4
Cc1nc2ccccc2nc1SCC(=O)c1ccccc1	9	3	-3	11	4	-4	-4	3	1.0
COc1cc2c(cc1OC)C(COc1ccccc1OC)N(C(=O)C(C)(C)C)CC2 (configuration not stated)	1	3	2	-10	-2	-2	3	4	-3.8
COc1ccc(CN(C)CC(=O)NC(=O)NC2CCCCC2)cc1	-3	-1	/	2	0	/	-5	/	/
O=C(Nc1ccc(Cl)c(Cl)c1)N(CCCN1CCOCC1)Cc1cccs1	4	3	-1	3	-1	-2	-2	0	-7.6
O=C(NCc1ccc(F)cc1)N1CCc2ccccc2C1	4	10	-2	6	1	3	-4	16	-2.5
CN(C)S(=O)(=O)n1cnc(-c2ccccc2)c1-c1ccccc1	7	6	-5	5	-2	2	-1	6	-1.2
CC1CCN(S(=O)(=O)c2cc(F)ccc2CN2C(=O)c3cccnc3C2=O)CC1	-3	0	-1	-4	4	4	-1	14	-0.4
Cc1ccccc1Nc1cccc2nonc12	-22	-37	37*	-64	-13	-9	9	3	2.8
Cc1ccc(N=C2NC(=O)/C(=C\c3ccsc3)S2)c(C)c1	8	7	1	14	6	-5	3	-3	5.9
CC1(C)CC2CC(C)(CN2C(=O)COC(=O)c2n[nH]c(=O)c3ccccc23)C1 (configuration not stated)	-7	5	-1	-13	0	5	4	5	1.0
N#CCSc1ncnc2sc3c(c12)CCC3	14	0	12	28	-2	1	2	9	-0.8
N#CC1(NC(=O)CN2C(=O)NC3(CCCCCC3)C2=O)CCCCC1	0	5	/	27	-1	/	3	/	/
Nc1nnnn1CC(=O)N/N=C/c1cc([N+](=O)[O-])ccc1O	5	-4	-2	9	-6	-3	-5	4	-0.9
CCC(=O)N1CCc2cc(S(=O)(=O)N3CCN(c4cc(C)ccc4C)CC3)ccc21	1	6	-2	1	-3	-1	-3	6	/
COc1ccc(/C(=C\Nc2ccc(C)c(C)c2)C(C)=O)cc1OC	4	-7	-4	2	-5	0	-1	2	0.9
COc1ccccc1NC(=O)c1ccc(Br)o1	0	-12	0	6	1	9	-2	-6	-0.3

Next section:
Structure	Bcl-xL primary	GLD-1 TGE inh	TPT1 inhibitor	MCL1-BIM inh	PAD4 inh	Fam108B inh	PME-1 primary	GSTO1 counter	MEX-5 binding
Cc1cc(N2CCOCC2)nc2ccc(Cl)cc12	7	-1	-4	5	-2	7	-8	3	-3.0
CCCCOc1ccc(NC(=S)Nc2cc(C)nc(SCCCC)n2)cc1	2	5	1	2	0	-1	-18	-3	1.1
CCCCNC(=S)N1CCN(c2ccc(C(C)=O)cc2)CC1	0	7	2	3	-1	0	2	-5	-0.7
CCC(=O)NC(=S)Nc1ccc(N2CCN(C(=O)c3ccc(Cl)cc3)CC2)cc1	7	6	0	4	-2	4	8	-12	0.1
COc1cc2c(cc1NC(=S)Nc1cccc(C)c1)oc1ccccc12	3	-11	-3	8	4	5	7	36*	0.5
CN1CCN(c2ncnc3c2c(-c2ccccc2)cn3-c2ccc(F)cc2)CC1	2	3	4	-1	-1	-1	-3	-6	-1.8
O=C(NC(=S)Nc1ccc(CN2CCOCC2)cc1)c1ccc(-c2ccc(Cl)cc2)o1	2	-4	-2	8	-1	0	0	7	-0.9
CN(Cc1cc(=O)n2ccsc2n1)Cc1nc2ccccc2c(=O)[nH]1	1	5	0	9	-8	-3	-1	-2	2.2
COc1ccccc1NC(=O)c1cn(C)c(=O)c2cc(OC)c(OC)cc12	4	0	-4	0	-1	2	13	2	-0.3
Cc1ccc(Cl)cc1Nc1nc(-c2sc(NC(=O)c3ccco3)nc2C)cs1	0	-6	2	-2	-9	7	5	-5	-0.4
Cc1cc(C)nc(N/N=C/c2ccccc2OCc2ccc([N+](=O)[O-])cc2)n1	0	0	-3	4	-2	0	-6	5	-0.5
C/C(CC(=O)Nc1ccc2ccccc2c1)=N\NC(=O)c1cnccn1	3	-1	-1	3	7	0	-7	6	-2.2
CC1Sc2ccc(S(=O)(=O)N3CCC(C(=O)NCc4ccco4)CC3)cc2NC1=O (configuration not stated)	2	-14	-3	-3	-3	-3	-2	-6	-0.4
COc1cccc(-c2c(NC(C)=O)n(C)c3ccccc3c2=O)c1	0	2	0	1	-1	-1	3	-3	-0.8
Cn1cccc1C(=O)C(=O)Nc1ccccc1C(F)(F)F	0	-4	-4	-5	-5	-2	1	-6	-0.3
COc1cc(/C=N/N(C)c2ccccc2)ccc1O	6	4	2	3	-1	13	5	21	1.5

Screening results deposited in PubChem BioAssay by several laboratories.

These rows are one share of the data (hit frequency here may not be typical).
